G9a inh: blocks human histone lysine methyltransferase G9a | Potency, µM (top dose mostly 102 µM), for the others: at the top dose activity, negative = inhibition, usual class: inhibitors | G9a H3K9 monomethylation, AlphaScreen, 2 h | AID 504332 | Q96KQ7 | 8.8% of 350,000 active; note: % is set by controls: 0 for no effect and ±100 for the full control effect; nearly all actives have a fitted effect of over 75% in size
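Readings reflect AlphaScreen signal from monomethyl-H3K9 antibody detection. HMT at 20 nM; substrate b-H3K9 500 nM; cofactor SAM 20 uM; 2 h RT reaction; compounds tested as titrations in qHTS with 15 min preincubation.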
Apoferritin bind: binds horse apoferritin like a general anesthetic. apoferritin/1-aminoanthracene competitive binding, fluorescence. P02791. Potency, µM (doses to about 77.5 µM), inactives show top-dose activity change, negative = displacement, hits mostly inhibitors. 0.074% of 350,000 active. AID 485281; note: % is set by controls: 0 for no effect and ±100 for the full control effect; nearly all actives have a fitted effect of over 20% in size
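Horse-spleen apoferritin (10 uM) in 50% saturated 1-aminoanthracene in PBS was incubated 10 min at room temperature with compound. Fluorescence (ex 380, em 535 nm) was normalized to free and bound 1-AMA, with concentration-response fitted by a four-parameter Hill equation.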
APE1 inh: inhibitors of human APE1 endonuclease | Potency, µM (series often up to 65.8 µM), without a hit: at the top dose activity change, negative = inhibition, actives largely listed as inhibitors | 0.35% of 350,000 active | recombinant APE1, TAMRA/BHQ-2 abasic DNA cleavage fluorescence;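 note: plate controls were vehicle for no effect and reference inhibitor for full effect; nearly all actives have a fitted effect of over 55% in size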
Target sequence (P27695 whole entry, looked up): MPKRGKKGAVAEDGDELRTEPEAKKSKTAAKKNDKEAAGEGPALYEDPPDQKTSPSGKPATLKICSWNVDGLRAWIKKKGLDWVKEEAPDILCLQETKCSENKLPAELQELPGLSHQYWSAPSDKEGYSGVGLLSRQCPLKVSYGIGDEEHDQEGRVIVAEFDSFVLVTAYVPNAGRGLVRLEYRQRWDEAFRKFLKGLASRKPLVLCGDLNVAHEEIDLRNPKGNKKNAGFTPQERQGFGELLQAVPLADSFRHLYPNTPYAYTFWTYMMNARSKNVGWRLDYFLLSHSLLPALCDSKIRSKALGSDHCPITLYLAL
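Readout is kinetic fluorescence (ex 525, em 598 nm) from cleavage of 50 nM TAMRA/BHQ-2 THF abasic duplex by 0.75 nM APE1, compound added 15 min beforehand at RT.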
BLM inh: blocks DNA unwinding by human BLM helicase; P54132; recombinant BLM DNA unwinding, fluorescence dequenching; Potency, µM (top dose mostly 56.1 µM), for inactives: at the top dose activity change, negative = inhibition, actives largely listed as inhibitors; 0.2% of 350,000 active; AID 2528;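 note: plate controls were vehicle for no effect and no enzyme for full effect; nearly all actives have a fitted effect of over 35% in size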
BAZ2B inh: blocks human BAZ2B; AlphaScreen BAZ2B-H3K14Ac peptide displacement; Potency, µM (titrated, usually from 114 µM), for the others: top-dose activity change, negative = inhibition, hits mostly inhibitors; 4.4% of 360,000 active; note: % is set by controls: 0 for no effect and ±100 for the full control effect; nearly all actives have a fitted effect of over 60% in size
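In this displacement format the biotinylated H3(5-23) peptide acetylated at Lys14 serves as ligand at 50 nM, with BAZ2B at 50 nM in PBS pH 7.4 containing 0.01% Tween-20. Donor and acceptor beads are 10 ug/mL final.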
Pol kappa inh: blocks human DNA polymerase kappa activity; AID 588579; 0.53% of 400,000 active; Q9UBT6; purified Pol kappa, fluorescent DNA synthesis assay, 10 min; Potency, µM (top dose mostly 107 µM), for the others: top-dose activity, negative = inhibition, hits mostly inhibitors; note: % is set by controls: 0 for no effect and ±100 for the full control effect
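Pol kappa 10 nM + cpd, 15 min RT; start w/ substrate 50 nM final; fluorescence kinetic read, 0 and 10 min. Neg ctrl: buffer, no enzyme.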
POLI inh: inhibitors of human DNA polymerase iota; Pol iota fluorescent replication assay, 10 min; Q9UNA4; AID 588590; Potency, µM (highest dose often 115 µM), for inactives: at the highest dose activity, negative = inhibition, most hits filed as inhibitors; 1% of 390,000 active
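Fluorescent replication assay read twice, at 0 min and 10 min after adding 50 nM (final) substrate. Enzyme (10 nM) and compounds were first incubated 15 min at room temperature; enzyme-free buffer wells were negative controls.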
Pol beta inh: blocks human DNA polymerase beta activity; P06746; Pol beta primer extension/strand displacement, fluorescence kinetic; Potency, µM (series often up to 114 µM), without a hit: at the top dose activity change, negative = inhibition, hits mostly inhibitors; 1.3% of 340,000 active; note: % is set by controls: 0 for no effect and ±100 for the full control effect
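Pol beta (10 nM) and compounds were preincubated 15 min at room temperature, then 50 nM substrate (final) started primer extension/strand displacement. Reads were taken at 0 and 10 min; concentration-response data were fitted to a four-parameter Hill equation.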
POLH inh: blocks human DNA polymerase eta activity. recombinant Pol eta, fluorescent DNA replication assay. Potency, µM (highest dose often 114 µM), inactives show at the highest dose activity change, negative = inhibition, actives largely listed as inhibitors. 1.2% of 390,000 active; note: % is set by controls: 0 for no effect and ±100 for the full control effect
Target sequence (Q9Y253 whole entry, looked up): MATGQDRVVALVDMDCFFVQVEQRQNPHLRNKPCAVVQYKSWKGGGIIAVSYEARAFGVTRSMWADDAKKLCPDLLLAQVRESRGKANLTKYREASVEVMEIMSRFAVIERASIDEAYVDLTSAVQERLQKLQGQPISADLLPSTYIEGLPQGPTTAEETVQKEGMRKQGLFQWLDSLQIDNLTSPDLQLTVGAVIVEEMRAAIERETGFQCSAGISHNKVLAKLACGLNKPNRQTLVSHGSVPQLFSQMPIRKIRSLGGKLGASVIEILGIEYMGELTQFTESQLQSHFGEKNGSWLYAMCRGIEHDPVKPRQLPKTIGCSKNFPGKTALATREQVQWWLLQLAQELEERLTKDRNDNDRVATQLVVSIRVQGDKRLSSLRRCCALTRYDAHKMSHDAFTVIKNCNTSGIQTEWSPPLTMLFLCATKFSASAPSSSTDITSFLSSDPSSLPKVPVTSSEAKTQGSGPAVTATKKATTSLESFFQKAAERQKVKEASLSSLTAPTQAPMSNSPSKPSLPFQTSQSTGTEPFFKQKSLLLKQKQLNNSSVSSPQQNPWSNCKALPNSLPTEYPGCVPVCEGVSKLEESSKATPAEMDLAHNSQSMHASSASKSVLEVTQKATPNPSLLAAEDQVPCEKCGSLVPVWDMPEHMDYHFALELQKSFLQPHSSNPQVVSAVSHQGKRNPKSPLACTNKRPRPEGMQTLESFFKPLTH
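Pol eta (10 nM) was preincubated with compounds for 15 min at room temperature, after which fluorescent replication substrate (50 nM final) was added to start the reaction. Fluorescence was read kinetically at 0 and 10 min.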
Active calls of the source: *; ? = inconclusive; . = no result given; [ ] = remark or other dose. Calls come from the whole dose curve; as a rule, active = well fitted curve in the direction sought with a large enough effect; inconclusive = small, poorly fitted or top-dose-only effect, or another doubt; inactive = no such curve, though single readings can be large; an effect the other way counts as inactive or inconclusive. Potency is the fitted concentration of half-maximal effect. Not all compounds are listed. The share of hits here may be higher or lower than overall.

No.	compound	G9a inh	Apoferritin bind	APE1 inh	BLM inh	BAZ2B inh	Pol kappa inh	POLI inh	Pol beta inh	POLH inh
1	CS(=O)(=O)NNC(=O)c1sccc1OCc1ncc(C(F)(F)F)cc1Cl	5%	0%	-6%	-4%	0%	-5%	41%[activator]	0%	-4%
2	CN(C)c1nc(OCCNC(=O)Nc2ccc(Cl)cc2)nc(N(C)C)n1	-43%	1%	-5%	4%	-20%	7%	30%[activator]	16%	-14%
3	CCn1cc(/C=N\NC(=O)c2csc3ccccc23)c(C)n1	4%	-6%	3%	4%	11%	-4%	27%	1%	-9%
4	CCOc1ccc(CC(=O)OCn2nnc3ccccc3c2=O)cc1	7%	-19%	-3%	-2%	.	-5%	1%	30%[activator]	-3%
5	COc1ccc(CC(N)C(=O)NC2C(O)[C@H](n3cnc4c(N(C)C)ncnc43)O[C@@H]2CO)cc1 (stereo partly specified)	-19%[59 µM]	-3%	0%	.	.	3%[19.4 µM]	.	.	.
6	CN(C)CCNC(=O)COc1cccc2c1OC(C)(C)C2	3%	-3%	26%	-1%	-1%	0%	78%[activator]	31%[activator]	-16%
7	COc1ccccc1-c1cc(NCc2ccccc2)ncn1	3%[0.501 µM]	.	-2%	-1%	.	3%[60.1 µM]	.	.	.
8	C=CCN(CC=C)S(=O)(=O)c1ccc(NC(=S)NC(=O)C2CC2)cc1	-7%	?	-13%	-12%	-10%	-12%	-29%	-12%	0%
9	Cc1n[nH]c(=S)c2nn(-c3ccccc3F)c(C)c12	?	-8%	4%	-1%	-36%	-13%	10%	9%	2%
10	CSc1nnc2c(n1)OC(c1ccccn1)N(C(C)=O)c1ccccc1-2 (stereo unspecified)	-4%	-2%	7%	-4%	-21%	3%	62%[activator]	57%	-20%
11	CCCn1ccc2c(OCC(=O)Nc3ccccc3OCC)cccc2c1=O	6%[59 µM]	5%	.	3%	-19%	-12%[60.1 µM]	12%	?	-10%
12	CCOc1ccc(S(=O)(=O)n2cc(F)c(=O)[nH]c2=O)cc1	.	-2%	14%	2%	-12%	-9%	46%[activator]	?	-10%
13	COc1ccccc1CNC(=O)CN1C(=O)c2ccc([N+](=O)[O-])cc2C1=O	?	4%	23%	-5%	-30%	-6%	37%[activator]	45%	-3%
14	CCN1CCN(Cc2ccc(NC(=O)c3ccc(C)c(NC(=O)c4ccc5n[nH]nc5c4)c3)cc2C(F)(F)F)CC1	-14%[12.7 µM]	9%	2%	16%	-18%	-15%	?	-24%	-4%
15	CC(=O)Nc1ccc(N2C(=O)c3cccc4c(O)ccc(c34)C2=O)cc1	?	54%[activator]	?	?	50µM*	?	?	?	32µM*
16	CCCNC(=O)c1onc(CSc2ccc(Cl)cc2)c1C(=O)NCC1CC1	11%[2.33 µM]	.	38%[activator]	.	10%	-12%	-13%	.	-13%
17	COc1ccccc1N1CCN(CC(=O)Nc2ccc(-n3cnnn3)cc2)CC1	2%[59 µM]	-6%	-5%	-4%	-21%	-17%	85%[activator]	1%	2%
18	O=C(OCc1cc(=O)n2nc(-c3cccs3)sc2n1)c1ccccc1Br	11%[59 µM]	-4%	.	-15%	-32%	-25%	?	20µM*	79µM*
19	Cc1cc(NC(=O)C(C)SCC(=O)OCc2ccc([N+](=O)[O-])cc2)no1 (stereo unspecified)	-31%	.	13%	.	7%	0%	29%	.	-14%
20	Cc1ccc(S(=O)(=O)N(C)C)cc1NC(=O)COc1cccc(-n2cnnn2)c1	-6%[59 µM]	.	-5%	.	7%	-2%	-28%	.	-13%
21	COc1cc(/C=N\NC(=O)c2ccccc2F)ccc1Oc1ccc([N+](=O)[O-])cn1	22%[12.7 µM]	9%	2%	-8%	-24%	-5%	71%[activator]	-19%	-14%
22	CCn1c(CCNS(=O)(=O)c2ccccc2Br)nnc1SC	11%	4%	70%[activator]	0%	-5%	7%	51%[activator]	-1%	-9%
23	CCOCCCNC(=O)Cn1cc2c(n1)CCCCC2	-13%[59 µM]	6%	-1%	2%	11%	4%	32%[activator]	0%	2%
24	COC(=O)c1sccc1NC(=O)c1ccc(OC)cc1	2%[12.7 µM]	-11%	-1%	1%	-6%	-9%	8%	-1%	8%
25	CCOc1cc(C(=O)OCc2cccc(OC)c2OC)ccc1OCC(=O)N1CCOCC1	-49%	.	-3%	.	-4%	-2%	-26%	.	-20%

Brought forward from above: six compounds, followed by the next part.
No.	compound	G9a inh	Apoferritin bind	APE1 inh	BLM inh	BAZ2B inh	Pol kappa inh	POLI inh	Pol beta inh	POLH inh
20	Cc1ccc(S(=O)(=O)N(C)C)cc1NC(=O)COc1cccc(-n2cnnn2)c1	-6%[59 µM]	.	-5%	.	7%	-2%	-28%	.	-13%
21	COc1cc(/C=N\NC(=O)c2ccccc2F)ccc1Oc1ccc([N+](=O)[O-])cn1	22%[12.7 µM]	9%	2%	-8%	-24%	-5%	71%[activator]	-19%	-14%
22	CCn1c(CCNS(=O)(=O)c2ccccc2Br)nnc1SC	11%	4%	70%[activator]	0%	-5%	7%	51%[activator]	-1%	-9%
23	CCOCCCNC(=O)Cn1cc2c(n1)CCCCC2	-13%[59 µM]	6%	-1%	2%	11%	4%	32%[activator]	0%	2%
24	COC(=O)c1sccc1NC(=O)c1ccc(OC)cc1	2%[12.7 µM]	-11%	-1%	1%	-6%	-9%	8%	-1%	8%
25	CCOc1cc(C(=O)OCc2cccc(OC)c2OC)ccc1OCC(=O)N1CCOCC1	-49%	.	-3%	.	-4%	-2%	-26%	.	-20%
26	O=[N+]([O-])c1ccc(N2CCc3ccccc3C2)cc1	-3%	?	47%[activator]	-6%	?	-6%	14%	0%	-28%
27	CCOc1c2ccc(C(=O)NC3CCCc4ccccc43)cc2nn1CC (stereo unspecified)	-31%[59 µM]	-9%	-2%	0%	9%	-2%	16%	-24%	-5%
28	CCOc1cc(C(=O)NC(C)c2ccncc2)cc(OCC)c1OCC (stereo unspecified)	-3%	-11%	0%	-3%	3%	-15%	34%[activator]	3%	-8%
29	Nc1nc(NCC2CCCO2)nc(Nc2cccc(Cl)c2)c1[N+](=O)[O-] (stereo unspecified)	2%	-11%	2%	-2%	-4%	2%	50%[activator]	13%	-26%
30	CCNS(=O)(=O)c1ccc(NC(=O)c2c(-c3ccccc3)noc2C)cc1	-7%	-1%	-7%	6%	10%	1%	22%	10%	-10%
31	O=C(NNC(=S)Nc1cccc(C(F)(F)F)c1)c1ccc(Cl)cc1Cl	-7%[59 µM]	-7%	-4%	0%	-39%	-13%	18%	-13%	2%
32	CCn1c(SCC(N)=O)nc2ccccc2c1=O	-2%	-6%	2%	0%	7%	-3%	10%	-3%	-12%
33	COc1ccc(-c2nc(CN3CCC(C(=O)N4CCOCC4)CC3)c(C)o2)c(OC)c1	.	-8%	5%	2%	-6%	-8%	57%[activator]	26%	-3%
34	CC1=NOC(=O)/C1=C\c1ccc(-c2cccc(Cl)c2)o1	25µM*	?	?	-15%	?	-12%	?	?	20µM*
35	CC(=O)Nc1ccc(N2C(=O)c3ccc(S(=O)(=O)c4ccc(C(=O)O)cc4)cc3C2=O)cc1	-46%	?	-25%	-5%	-26%	-2%	9%	2%	-14%
36	Nn1c(=O)c2ccccc2n2c(SCc3ccc(C(F)(F)F)cc3)nnc12	4µM*	?	-3%	0%	5%	-3%	5%	-1%	-17%
37	COc1ccc(OC)c(S(=O)(=O)Nc2ccc(C)c(C)c2)c1	-7%	?	-2%	-9%	-1%	-19%	19%	-5%	-5%
38	CCOc1ccccc1C(=O)Nc1cccc(-c2ccc(N3CCOCC3)nn2)c1	-36%	.	14%	.	1%	-14%	58%[activator]	.	-1%
39	COc1ccccc1NS(=O)(=O)c1cccc(C(=O)NCC(c2ccco2)N2CCCCC2)c1 (stereo unspecified)	-6%	.	4%	.	-3%	-13%	-2%	.	-18%
40	CCn1c(COC(=O)CNC(=O)c2ccccc2F)nc2cc(S(=O)(=O)N(C)C)ccc21	23%[0.501 µM]	.	-6%	.	11%	-1%	36%[activator]	.	-4%
41	CC1CCN(c2ccccc2NC(=O)c2ccc(N3CCOCC3)c([N+](=O)[O-])c2)CC1	8%[59 µM]	-2%	-1%	0%	7%	-8%	-4%	3%	8%
42	CCN(CC)c1ccc(/C=N/N2CCN(Cc3ccccc3)CC2)cc1	10µM*	-6%	0%	-3%	14µM*	-9%	20%	-23%	-7%
43	O=C(COc1ccccc1)N1CCN(C(=O)c2cccs2)CC1	?	-7%	-4%	-4%	2%	-7%	2%	28%	-3%
44	Cc1nc2c(c(C)nn2-c2ccccc2)c(C)c1CCC(=O)Nc1ccccc1	-2%[59 µM]	2%	.	-3%	-2%	-10%	?	23%	-10%
45	CCCNC(=O)c1ccc(N2CCC3(CC2)CC(c2cccc(Br)c2)=NO3)c(NC(=O)c2cccc(OC)c2)c1	7%[2.33 µM]	.	16%	.	-6%	0%	1%	.	-18%

3 entries from above, arranged by the number in G9a inh, smallest number first:
no.	molecule	G9a inh
36	Nn1c(=O)c2ccccc2n2c(SCc3ccc(C(F)(F)F)cc3)nnc12	4µM*
42	CCN(CC)c1ccc(/C=N/N2CCN(Cc3ccccc3)CC2)cc1	10µM*
34	CC1=NOC(=O)/C1=C\c1ccc(-c2cccc(Cl)c2)o1	25µM*

Assay outcomes deposited in PubChem by National Center for Advancing Translational Sciences (NCATS).
